GRP78 ERSR act = induces the endoplasmic reticulum stress response in human glioma cells; U87-MG GRP78 promoter luciferase reporter, 16 h; Potency, µM, inactives show at the top dose activation, actives largely listed as activators; 420,000 compounds, 0.02% hits; AID 602332; note: potency is the fitted concentration of half-maximal effect; series mostly up to about 76 µM; % of control where 0% means no effect; nearly all actives have a fitted effect of over 35% in size
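Stably transfected U87-MG human glioma cells carrying a GRP78-based luminescent sensor were seeded at 1000 cells/well, pin-dosed with compounds and incubated 16 h. Luciferase reagent was then added, and end-point luminescence was read after 10 min at room temperature.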
Pol eta inh = blocks human DNA polymerase eta activity; Q9Y253; recombinant Pol eta, fluorescent DNA replication assay; Potency, µM (titrated, usually from 114 µM), inactives show at the top dose activity change, negative = inhibition, most hits filed as inhibitors; 390,000 compounds, 1.2% hits; AID 588591; note: potency is the fitted concentration of half-maximal effect; % is set by controls: 0 for no effect and ±100 for the full control effect
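Pol eta (10 nM) was preincubated with compounds for 15 min at room temperature, after which fluorescent replication substrate (50 nM final) was added to start the reaction. Fluorescence was read kinetically at 0 and 10 min.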
POLI inh = inhibitors of human DNA polymerase iota | Pol iota fluorescent replication assay, 10 min | Q9UNA4 | Potency, µM (series often up to 115 µM), without a hit: at the highest dose activity, negative = inhibition, actives largely listed as inhibitors | 390,000 compounds, 1% hits; note: potency is the fitted concentration of half-maximal effect
Target sequence (Q9UNA4 whole entry, looked up): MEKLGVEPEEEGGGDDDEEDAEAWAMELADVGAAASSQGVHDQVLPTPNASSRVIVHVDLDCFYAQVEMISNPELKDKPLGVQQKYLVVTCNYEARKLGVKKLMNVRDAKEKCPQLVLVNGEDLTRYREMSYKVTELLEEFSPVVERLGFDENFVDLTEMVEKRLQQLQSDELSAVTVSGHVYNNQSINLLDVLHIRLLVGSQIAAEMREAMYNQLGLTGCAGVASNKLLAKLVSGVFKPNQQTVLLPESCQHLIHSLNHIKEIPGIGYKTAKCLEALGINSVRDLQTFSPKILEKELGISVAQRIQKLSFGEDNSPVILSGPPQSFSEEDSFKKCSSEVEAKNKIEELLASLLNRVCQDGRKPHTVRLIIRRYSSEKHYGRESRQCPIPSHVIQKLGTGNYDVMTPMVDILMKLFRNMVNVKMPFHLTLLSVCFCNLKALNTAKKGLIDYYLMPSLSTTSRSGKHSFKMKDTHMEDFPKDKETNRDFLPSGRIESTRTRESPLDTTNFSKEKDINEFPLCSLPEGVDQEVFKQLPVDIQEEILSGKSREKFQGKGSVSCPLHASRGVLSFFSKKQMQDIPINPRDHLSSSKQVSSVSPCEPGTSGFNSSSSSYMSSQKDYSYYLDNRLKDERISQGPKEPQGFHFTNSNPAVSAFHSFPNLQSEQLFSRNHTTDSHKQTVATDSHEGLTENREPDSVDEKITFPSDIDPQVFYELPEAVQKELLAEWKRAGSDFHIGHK
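Fluorescent replication assay read twice, at 0 min and 10 min after adding 50 nM (final) substrate. Enzyme (10 nM) and compounds were first incubated 15 min at room temperature; enzyme-free buffer wells were negative controls.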
APEX1 inh = inhibitors of human APE1 endonuclease. recombinant APE1, TAMRA/BHQ-2 abasic DNA cleavage fluorescence. Potency, µM (series often up to 65.8 µM), without a hit: at the highest dose activity change, negative = inhibition, usual class: inhibitors. 350,000 compounds, 0.35% hits. AID 2517;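 note: potency is the fitted concentration of half-maximal effect; plate controls were vehicle for no effect and reference inhibitor for full effect; nearly all actives have a fitted effect of over 55% in size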
Target sequence (P27695 whole entry, looked up): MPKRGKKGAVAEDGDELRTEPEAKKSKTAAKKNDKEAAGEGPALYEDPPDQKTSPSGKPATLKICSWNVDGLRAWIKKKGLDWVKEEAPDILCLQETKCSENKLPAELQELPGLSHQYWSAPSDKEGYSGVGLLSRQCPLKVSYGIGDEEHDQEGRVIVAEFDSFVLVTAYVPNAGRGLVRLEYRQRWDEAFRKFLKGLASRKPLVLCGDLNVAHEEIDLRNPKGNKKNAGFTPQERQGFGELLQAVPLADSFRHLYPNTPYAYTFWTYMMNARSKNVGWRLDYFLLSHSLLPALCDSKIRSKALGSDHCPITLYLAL
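Compound pre-exposure to 0.75 nM APE1, 15 min at ambient temperature. Reaction initiated with 50 nM TAMRA/BHQ-2 THF substrate, read immediately in kinetic mode, 525 nm excitation, 598 nm emission.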
LDHA inh = blocks human lactate dehydrogenase A. purified LDHA, NADH/diaphorase-resazurin fluorescence; active compounds read low. P00338. AID 1347041. 480,000 compounds, 0.15% hits. activity change, % (values are at about 110 or 230 µM); in the data active = activity change below about -30%; inconclusive = mostly about -25% to -30%;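 note: plate controls were DMSO wells for no effect and wells without enzyme for full effect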
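Enzyme activity of human lactate dehydrogenase 5 (2 nM; 0.06 mM NADH, 0.2 mM pyruvate, 5 min, RT) is measured via a resazurin/diaphorase fluorescence readout of residual NADH.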
POLB inh = blocks human DNA polymerase beta activity; Potency, µM (series often up to 114 µM), for inactives: top-dose activity change, negative = inhibition, hits mostly inhibitors; P06746; AID 485314; 340,000 compounds, 1.3% hits; Pol beta primer extension/strand displacement, fluorescence kinetic; note: potency is the fitted concentration of half-maximal effect; % is set by controls: 0 for no effect and ±100 for the full control effect
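Values derive from four-parameter Hill fits of normalized kinetic data: reads at 0 and 10 min following addition of 50 nM substrate to 10 nM Pol beta preincubated 15 min with compound.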
POLK inh = inhibitors of human DNA polymerase kappa; purified Pol kappa, fluorescent DNA synthesis assay, 10 min; Potency, µM (highest dose often 107 µM), inactives show at the top dose activity, negative = inhibition, usual class: inhibitors; 400,000 compounds, 0.53% hits; AID 588579; note: potency is the fitted concentration of half-maximal effect; % is set by controls: 0 for no effect and ±100 for the full control effect
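10 nM Pol kappa was preincubated with compounds for 15 min at room temperature. Reaction started with 50 nM (final) substrate. Fluorescence read kinetically at 0 and 10 min.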
BLM helicase inh = blocks DNA unwinding by human BLM helicase; P54132; recombinant BLM DNA unwinding, fluorescence dequenching; Potency, µM (top dose mostly 56.1 µM), without a hit: at the highest dose activity change, negative = inhibition, hits mostly inhibitors; 350,000 compounds, 0.2% hits;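 note: potency is the fitted concentration of half-maximal effect; plate controls were vehicle for no effect and no enzyme for full effect; nearly all actives have a fitted effect of over 35% in size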
Apoferritin bind = candidate novel general anesthetic via apoferritin binding | P02791 | Potency, µM (top dose mostly 77.5 µM), for the others: at the highest dose activity change, negative = displacement, actives largely listed as inhibitors | AID 485281 | 350,000 compounds, 0.074% hits | apoferritin/1-aminoanthracene competitive binding, fluorescence; note: potency is the fitted concentration of half-maximal effect; % is set by controls: 0 for no effect and ±100 for the full control effect; nearly all actives have a fitted effect of over 20% in size
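Steps: apoferritin (10 uM) was premixed with half-saturated 1-AMA in PBS, compounds were pin-transferred, plates stood 10 min at room temperature, fluorescence was read at 380/535 nm, and curves were fitted with a Hill equation.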
The depositor's hits bear a star; ? = inconclusive; . = not tested or not shown; & = joins results of further samples; [ ] = remark or other dose. Unless noted, calls come from the whole dose curve; as a rule, active = well fitted curve in the direction sought with a large enough effect; inconclusive = small, poorly fitted or top-dose-only effect, or another doubt; inactive = no such curve, though single readings can be large; an effect the other way counts as inactive or inconclusive.

The line under a structure holds: GRP78 ERSR act	Pol eta inh	POLI inh	APEX1 inh	LDHA inh	POLB inh	POLK inh	BLM helicase inh	Apoferritin bind
> COc1ccc([C@@H]2CC(=O)c3c(O)cc(O[C@@H]4O[C@H](CO[C@@H]5O[C@@H](C)[C@H](O)[C@@H](O)[C@H]5O)[C@@H](O)[C@H](O)[C@H]4O)cc3O2)cc1O
 : -1%	?	?	-37%	4	?	-27%	-5%	-5%
> CC(C)C(=O)NCCc1nc(-c2ccc(Cl)cc2)no1
 : 6%	-7%	25%	.	-9	.	-2%	.	.
> CCCCn1c(-c2csc3ccccc23)n[nH]c1=S
 : -5%	-6%	-7%	-2%	-5	9%	-6%	-3%	-24%
> Cc1sc2ncnc(N3CCC(C(=O)Nc4nnc(CC(C)C)s4)CC3)c2c1C
 : -1%	-15%	-8%	25%	-1	.	6%	.	.
> O=C(Nc1nnc(COc2ccccc2F)s1)Nc1ccccc1F
 : -3%	-18%	41%[activator]	5%	-2	0%	-8%	1%	-4%
> O=C(CCl)NCCN1C(=O)S/C(=C\c2cccnc2)C1=O
 : 2%	10%	8%	-10%	13	4%	-13%	-14%	-5%
> O=C(c1cc(O)c(O)c([N+](=O)[O-])c1)c1ccccc1F
 : -11%&-5%	?	?	5%&-11%	0	17%[57.1 µM]	?	.	.
> Cn1cccc1C(=O)OCc1cc(Cl)cc2c1OCOC2
 : -4%	5%	14%	-3%	-4	5%	-5%	1%	-18%
> C=CCN1CC(C)/C(=N\O)CC1C (stereo unspecified)
 : -3%	-11%	20%	-7%	-4	14%	-8%	-2%	-3%
> CCOc1ncccc1C(=O)N1CCN(S(=O)(=O)c2ccc3ccccc3c2)CC1
 : -2%	-2%	45%[activator]	8%	1	20%	4%	-1%	-18%
> CCc1c(C)nc(N)n2c(SCC(=O)Nc3ccccc3OC)nnc12
 : -5%	2%	18%	0%	1	16%	-14%	1%	-7%
> Cc1nn(-c2ccccc2)c2c1C(c1cccc([N+](=O)[O-])c1)N(c1ccccc1)C(=O)N2 (stereo unspecified)
 : -3%	-17%	-11%	2%	-4	13%	-12%	3%	-5%
> CC(=O)N1CCN(S(=O)(=O)c2cccc(C(=O)NNC(=O)c3ccc(Br)cc3)c2)CC1
 : -3%	-18%	8%	.	-2	.	-14%	.	.
> CCN(C(=O)COC(=O)c1ccccc1NCc1ccco1)c1c(N)n(Cc2ccccc2)c(=O)[nH]c1=O
 : -5%	-7%	21%	.	-5	.	-11%	.	.
> CCc1ccc(NC(=O)C2CCN(S(=O)(=O)c3cccs3)CC2)cc1
 : -1%	-8%	-18%	-4%	1	0%	-9%	-2%	6%
> COc1ccccc1/C=C/C=N/NC(=O)c1ccncc1
 : -4%	-12%	28%	1%	-4	8%	-14%	-11%	-2%
> COCCCNC(=O)c1ccc2c(=O)n(Cc3ccccc3OC)c(=S)[nH]c2c1
 : -2%	-14%	-26%	-9%	-1	58%	-11%[60.1 µM]	0%	6%
> CC[N+](CC)(CCCCS(=O)(=O)[O-])CCNP1(=O)C=C(c2ccccc2)OC(c2ccccc2)=C1
 : -6%	-7%	-8%	2%	-1	-5%	0%	-2%	-1%
> CC(=O)N(c1ccccc1)c1nc(/C=C/C(=O)O)cs1
 : -3%	1%	28%	3%	-9	-1%	1%	-3%	-5%
> CCOc1ccc(NC(=O)CSC2=NN3CCCC(=O)N=C3S2)cc1
 : -4%	-6%	-13%	62%[activator]	-1	17%	17%	-2%	-5%
> C[N+](C)(CCCCCC[N+](C)(C)CCCN1C(=O)c2ccccc2C1=O)CCCN1C(=O)c2ccccc2C1=O
 : -5%&-3%	.	.	3%&-8%	.	.	2%&-8%[19.4 µM]	48%[activator]	-1%
> Cn1c(/C(C#N)=C2/CCCCCN2)nc2ccccc21
 : 4%	0%	10%	2%	1	0%	3%	-5%	-18%
> O=C(O)/C(=C\c1ccco1)NC(=O)c1ccco1
 : -3%	?	?	27%	3	36%	-28%	2%	-3%
> Cc1cccc(N2CCN(C(=O)c3ccc4c(c3)NC(=O)C(CSCc3ccc(F)cc3)N4)CC2C)c1 (stereo unspecified)
 : .	.	.	16%	.	0%	.	-3%	?
> N#Cc1ccc(OCC(O)CN2CCN(c3ncc(C(F)(F)F)cc3Cl)CC2)cc1 (stereo unspecified)
 : 0%	-26%	22%	-14%	0	-26%	-22%	-14%	?
> COc1ccc(NC(=O)CSc2nnc(Cn3c(=O)sc4ccccc43)n2C)cc1
 : -4%	-13%	22%	-3%	-4	9%	-3%	4%	1%
> Cc1cc(Cl)ccc1OCC(=O)NC(=S)Nc1ccccc1N1CCOCC1
 : -3%	-12%	2%	-3%	-5	52%	0%	5%	-6%
> COc1ccccc1-n1c(=S)[nH]c2c(sc(=S)n2-c2ccccc2)c1=O
 : -2%	-6%	9%	-2%	-5	5%	1%	-2%	-6%
> CCN1CCN(C(=O)C2CCN(S(=O)(=O)c3ccc4c(c3)NC(=O)C(C)S4)CC2)CC1 (stereo unspecified)
 : -5%	9%	26%	-11%	-3	21%	-17%	-6%	-3%
> COc1ccc(C(NC(=O)c2ccccc2F)NC(=O)c2ccccc2F)cc1
 : -6%	4%	119%[activator]	5%	-9	12%	-12%	2%	4%

Only POLB inh, Apoferritin bind and POLK inh, for 2 of the compounds above:
smiles | POLB inh | Apoferritin bind | POLK inh
Cc1sc2ncnc(N3CCC(C(=O)Nc4nnc(CC(C)C)s4)CC3)c2c1C | . | . | 6%
O=C(Nc1nnc(COc2ccccc2F)s1)Nc1ccccc1F | 0% | -4% | -8%

(further entries)
The line under a structure holds: GRP78 ERSR act	Pol eta inh	POLI inh	APEX1 inh	LDHA inh	POLB inh	POLK inh	BLM helicase inh	Apoferritin bind
> COc1ccc2c(c1)-c1c(sn(-c3ccc(OC)c(OC)c3)c1=S)C(C)(C)N2
 : -5%	-12%	4%	-9%	1	-2%	-5%	-14%	-17%
> Cn1c(=O)[nH]c(=O)c2c1nc(N1CCOCC1)n2CCc1ccccc1
 : -3%	-20%	19%	-7%	-7	1%	6%	0%	-1%
> CC(C)(C)OC(=O)NCCC(=O)N/N=C/c1ccc2nccnc2c1
 : 1%	0%	47%[activator]	-2%	-7	50%[activator]	-6%	-2%	?
> C[C@H](CO)N1C[C@H](C)[C@@H](CN(C)C(=O)Nc2ccc(C(F)(F)F)cc2)Oc2c(NC(=O)Nc3ccc(C(F)(F)F)cc3)cccc2C1=O
 : -8%	-14%	-3%	-7%	8	.	2%	.	.
> O=C(Nc1ccccc1)N1CCC2(CC1)CCN(C(=O)c1cnccn1)CC2
 : -4%	.	.	3%	.	.	1%[60.1 µM]	-8%	.
> CCOC(=O)C1(S(=O)(=O)c2ccc(Cl)cc2)CCN(Cc2ccccc2)CC1
 : -3%	-26%	-4%	-4%	2	23%	-19%	0%	-17%
> Cc1ccc(-c2csc(N3CCN(c4ccc5nc(-c6ccncc6)n(CCN6CCCCC6)c5c4)CC3)n2)cc1
 : -1%	-10%	11%	55%[activator]	1	0%	-6%	-10%	?
> CCc1ccccc1NC(=O)CN1C(=O)COc2ccc(S(=O)(=O)N3CCCCCC3)cc21
 : -2%	-10%	21%	.	-4	3%	7%	2%	-2%
> O=S(=O)(NC1CCCCC1NCc1ccco1)c1ccc(Cl)cc1 (stereo unspecified)
 : -4%	-5%	-21%	11%	-12	11%	-3%	-6%	-10%
> N#CCc1ccc(Oc2ncccn2)cc1
 : 7%	-15%	-10%	3%	0	-3%	-2%	-2%	6%
> COc1cc(S(=O)(=O)N2CCC(c3nc4ccccc4s3)CC2)ccc1S(=O)(=O)NC1CCCC1
 : -2%	9%	15%	-5%	2	-13%	-1%[60.1 µM]	0%	-7%
> Cc1cc([N+](=O)[O-])nn1CCC(=O)Nc1nccs1
 : -2%	12%	74%[activator]	2%	0	-21%	-19%	-1%	-4%
> CC(=O)N[C@@H](C(=O)O)C(C)(C)SN=O
 : -2%	.	.	3%	.	.	-8%[19.4 µM]	3%	.
> CC(=O)Nc1ccc(NC(=O)[C@@H](NC(=O)c2cccc(C)c2)C(C)C)cc1
 : -4%	-1%	129%[activator]	-12%	-6	12%	-14%	-3%	-2%
> Cc1c(Cl)cnc(NC(=O)COC(=O)c2cccc(S(=O)(=O)N3CCc4ccccc4C3)c2)c1Cl
 : -5%	?	?	-6%	5	?	-19%	-24%	-23%
> Cn1c(NCCCN2CCOCC2)nc2c1c(=O)n(Cc1ccc(Cl)cc1Cl)c(=O)n2C
 : -7%	-15%	15%	-1%	-2	-9%	2%	-1%	-8%
> CCOC(=O)C(NC(=O)c1ccccc1)=C1C=C(C)OC(C)=C1
 : -2%	-5%	?	-3%	0	3%	-9%	-9%	-13%
> COc1cccc(NC(=O)Cn2c(SCC(=O)N3CCOCC3)nc3ccccc32)c1
 : -3%	-5%	7%	4%	-3	5%	3%	-2%	-5%
> COc1cc2c(cc1OC)-c1nnc(-c3cccs3)n1C(C)(C)C2
 : -3%	-8%	-12%	.	-6	.	-6%	.	.
> O=C(Nc1nnc(-c2ccccc2Cl)o1)c1ccco1
 : 3%	8%	-20%	5%	8	-16%	-6%	5%	4%
> COc1cc2c(cc1OC)[C@@H](NC(=O)CCc1ccccc1)[C@H](OCc1ccccc1)C2
 : -2%	-9%	-17%	10%	-3	.	-4%	.	.
> O=C1CSC(c2ccc([N+](=O)[O-])cc2)N1c1ccc(O)cc1 (stereo unspecified)
 : -4%	-15%	82%[activator]	44%	2	-2%	-6%	-1%	-11%
> COc1ccc(C(=O)C2CCCN(Cc3c(C)[nH]c4ccccc34)C2)c(OC)c1 (stereo unspecified)
 : .	.	.	2%	.	-7%	.	5%	-8%
> CN(c1ccccc1)c1nc(N)c([N+](=O)[O-])c(N2CCOCC2)n1
 : 2%	-3%	-1%[58.9 µM]	-2%	-5	6%	-14%	0%	-14%
> COc1ccc(/C=C2/C(=O)N(c3ccccc3)N=C2C)cc1OC
 : -1%	-8%	2.5µM*	-2%	-8	?	-3%	0%	-8%
> O=C(CNC(=O)c1ccccc1F)N/N=C/c1ccc2c(c1)OCO2
 : 5%	?	52%[activator]	62%[activator]	-6	-8%	-14%	0%	?

Source: PubChem

A portion of the library. The share of hits here may be higher or lower than overall.
